Bioassay records from PubChem.
Ecoli WT growth: blocks growth of wild type E. coli BW25113; E. coli BW25113 growth inhibition, OD600; inhibition, % at 10 µM; hit rate 0.05% among 20,000; AID 552; in the data active = inhibition above about 40%;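 note: bacteria exposed to compound for 20 hours at 37 °C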
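assay system = bacterial strain in a whole-cell growth screen | quantity = inoculum from a 1:1000 dilution of a 1.5 h subculture | buffer or medium = LB broth with 50 µg/mL kanamycin | compound dosing = one dose, 10 µM final | schedule = compound exposure of 20 h at 37 °C | technique = absorbance at 615 nm as a measure of bacterial growth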
Starred values were filed as active, the others as inactive. This is a subset, so the mix of outcomes need not match the whole.

structure	Ecoli WT growth
CN(C(=O)CN1C(=O)c2ccccc2S1(=O)=O)c1ccccc1C(=O)O	-9
CC(C)Cn1c(N)c(C(=O)COC(=O)c2ccc3c(c2)OCCO3)c(=O)n(C)c1=O	7
CC(=O)c1c(C)n(CC(=O)NCc2ccc3c(c2)OCO3)c2ccccc12	-17
COCCNC(=O)c1cc(-c2cccs2)on1	6
Cc1ccc(S(=O)(=O)c2cc3c(=O)n4ccccc4nc3n(Cc3ccco3)c2=N)cc1	-1
O=C(CN1C(=O)c2ccccc2S1(=O)=O)NCCC1=CCCCC1	-16
Cc1ccc(NC2CC(=O)N(c3ccc(N4CCCCC4)cc3)C2=O)cc1 (stereo unspecified)	-23
O=C(CNS(=O)(=O)c1ccccc1)NCc1ccccn1	-3
Cn1c(=O)c2c(nc(CN3CCc4ccccc4C3)n2Cc2cccc(Cl)c2)n(C)c1=O	10
Cc1ccc(N2CC(C(=O)OCc3ccccc3F)CC2=O)cc1 (stereo unspecified)	-17
CCOCc1nnc(NC(=O)c2ccco2)s1	-2
Cc1cccc(N2CCN(S(=O)(=O)c3ccc4c(c3)CCC(=O)N4)CC2C)c1 (stereo unspecified)	7
COc1cc(C(=O)Nc2ccc3c(c2)C(=O)N(CCC(=O)O)C3=O)cc(OC)c1OC	-4
COc1ccc(NC(=O)c2cc(-c3ccc(C)o3)nc3ccccc23)cc1OC	-4
CCNc1nc(SC(C)C(=O)Nc2ccccc2)nc(N2CCOCC2)n1 (stereo unspecified)	6
O=C(c1ccccc1)c1ccc(N2CCOCC2)c(NC(=O)c2ccco2)c1	-8
COC(=O)c1c(NC(=O)c2ccc(C)o2)sc2c1CCCCC2	10
COc1ccccc1NC(=O)NCc1ccc2c(c1)OCO2	3
O=C(c1ccccc1-c1nc(-c2ccccc2)no1)N1CCCC1	-4
Cc1occc1C(=O)N1CCN(Cc2ccccc2)CC1	0
Nc1ncnc2nc(SCCc3ccccc3)[nH]c12	5
Cc1csc(NC(=O)CCn2c(=O)oc3ccccc32)n1	-4
Cc1cc(NC(=O)CCC(=O)N(CC(=O)NC2CCCC2)Cc2ccc(F)cc2)no1	-3
COc1cccc(-c2csc3nc[nH]c(=O)c23)c1	-6
CN(c1ccc(C(=O)N2CCN(c3ccc(F)cc3)CC2)cc1)S(C)(=O)=O	11
COC(=O)CN(c1ccc(OC)cc1)S(=O)(=O)c1ccc(OC)c(OC)c1	8
N#CC1=C(N)OC2=C(C(=O)CCC2)C1Cc1ccccc1 (stereo unspecified)	-16
CN(C)C(=O)Oc1ccc[n+](C)c1	0
CCn1c(=O)n(CC(=O)N(C)Cc2ccccc2)c(=O)c2ccccc21	9
O=C(CSc1nc2scc(-c3ccco3)c2c(=O)n1-c1ccccc1)NCC1CCCO1 (stereo unspecified)	-14
CC1(C)Cc2c(C#N)c(SCCC#N)nc(N3CCOCC3)c2CS1	-2
CCCn1c(NC(=O)C2COc3ccccc3O2)nc2ccccc21 (stereo unspecified)	13
Cc1cc(C)n(-c2nc(NCCCO)c3c4c(sc3n2)CCCC4)n1	-12
CSc1oc(-c2ccccc2)nc1S(=O)(=O)c1ccc(F)cc1	-7
O=C(CS(=O)(=O)Cc1ccccc1)N1CCN(Cc2ccc3c(c2)OCO3)CC1	-30
COc1ccc(OC)c(C2C(C(=O)c3ccc(C)o3)=C(O)C(=O)N2CCCN2CCOCC2)c1 (stereo unspecified)	-22
CCOc1cccc(C(=O)Nc2cccc(-c3nnc(-c4ccc(C)cc4)o3)c2)c1	6
Cc1cnc(SCCc2ccncc2)nc1C	2
CN(Cc1nc(-c2ccccn2)no1)S(=O)(=O)c1ccccc1	-16
CCOC(=O)N1CCC(NC(=O)c2cc3c(=O)n(C)c4ccccc4c3n2C)CC1	6
Clc1ccc(Cl)c(OCCN2CCOCC2)c1	-12
COC(=O)c1ccc(CNC(=O)COc2ccccc2Br)o1	0
CSc1nnc(-c2cnccn2)n1Cc1ccccc1	6
COc1ccc2c(c1)C1(Nc3ccccc3-c3nc4ccccc4n31)C(=O)N2C (stereo unspecified)	12
CN(C)c1nc(C(=O)Nc2ccccc2)nc(N(C)C)n1	-17
C=CCNC(=O)c1ccc(OC)cc1OC	-11
N#C/C(C(=O)N1CCOCC1)=C1/SC(Cc2ccccc2)C(=O)N1c1ccccc1 (stereo unspecified)	3
COC(=O)c1ccccc1NS(=O)(=O)c1ccc(O)c(C(=O)O)c1	3
C=CCn1c(SCC(=O)Nc2sc(C)c(C)c2C(=O)OCC)nnc1-c1sc(N)nc1C	-19
CCCCCOC(=O)C1=C(C)N(C)C(=O)NC1c1cc(Br)c(O)c(OC)c1 (stereo unspecified)	6
CCSc1nc(=S)n(CC)c(C)c1C(C)=O	-24
COc1cccc(NS(=O)(=O)c2ccc(OC)c(OC)c2)c1	-16
Cc1cc(Oc2ccccc2)nc(-c2ccccc2)n1	-5
N#Cc1nc(-c2ccco2)oc1NCCCN1CCOCC1	-17
CC1CC2(C)Oc3ccccc3C3OCC1(CO)C(C)C32 (stereo unspecified)	-11
COc1ccc(C)cc1NC(=O)COCC(=O)O	3
Cc1nc2sc(C(c3cccs3)N3CCOCC3)c(O)n2n1 (stereo unspecified)	-2
CSc1ccccc1NS(=O)(=O)c1ccccc1	9
CN(Cc1ccccc1)C(=O)CN(C1CCCCC1)S(C)(=O)=O	3
COc1ccc(CNC(=O)c2nnn(Cc3ccc(OC)cc3)c2N)cc1	-1

Continuation.
structure	Ecoli WT growth
Cc1ccc(/C(C#N)=C\c2cn(C)c3ccccc23)cc1	-20
COc1ccccc1-n1c(SCC(=O)Nc2ccc3c(c2)OCO3)nc2c(c1=O)SCC2	1
CCOC(=O)C1C(=O)OC(C)(C)C1C(C)C(=O)c1ccc(OC)cc1 (stereo unspecified)	-4
c1ccc2c(c1)oc1c(N3CCN(Cc4ccc5c(c4)OCO5)CC3)ncnc12	-16
COC(=O)c1ccccc1NC(=O)CN(C1CCCCC1)S(C)(=O)=O	-5
COC(=O)CNC(=O)CNC(=O)Nc1ccccc1	-16
CCOc1ccc(N2C(=O)CCC2=O)cc1	-8
CCOC(=O)c1c(C)[nH]c(C)c1C(=O)COc1ccc(NC(=O)c2ccco2)cc1	0
CN(C(=O)c1ccccn1)c1nnc(-c2cccnc2)s1	-2
CCc1c(C)c2cc(Cl)c(O)c(CN(C)C)c2oc1=O	-14
CCOC(=O)c1ccccc1NC(=O)CSc1nnc(COc2ccccc2C)n1C	6
CC1CCCN(c2nc3ccccc3nc2C(C#N)C(=O)OC2CCCCC2)C1 (stereo unspecified)	-20
O=C(CCC(=O)OCCCC(F)(F)C(F)(F)F)NC1CCCCC1	11
O=C(Nc1nc2ccc(S(=O)(=O)N3CCCC3)cc2s1)c1cccs1	5
CN1CCCC(OC(=O)COc2ccc(Br)cc2)C1 (stereo unspecified)	2
CC1N=C2c3ccccc3N=C(SCc3cc(=O)n4cc(Cl)ccc4n3)N2C1=O (stereo unspecified)	-3
O=C(Nc1cccc(Cl)c1)N1CCN(c2ncccn2)CC1	6
CC(=O)c1cccc(NC(=O)C2CCN(S(C)(=O)=O)CC2)c1	6
c1ccc(CN2CCC3(CC2)Nc2ccccc2CO3)cc1	4
CCc1cc(=O)oc2cc(OCC(=O)O)c(Cl)cc12	-10
Clc1ccccc1OCCn1cnc2ccccc21	-10
CCOC(=O)c1ccc(NC(=O)CSc2nnc(COc3ccccc3)n2C)cc1	2
O=C(CSc1nnc2scc(-c3ccccc3)n12)Nc1ccc2c(c1)OCCO2	-1
Nc1nc(-c2ccccc2)cc(C(F)(F)F)n1	8
Cc1cc(C(=O)Nc2ccc3c(c2)OCO3)cs1	-14
O=C1c2ccccc2C(=O)N1C/C=C/CN1C(=O)c2ccccc2C1=O	0
O=P(O)(CN1CCCCCC1)CN1CCCCCC1	-1
CCN(CC)CCNC(=O)Cn1c(-c2ccccn2)nc2ccccc21	3
CCCC(=O)N=C1SC2CS(=O)(=O)CC2N1c1ccc(C(C)=O)cc1 (stereo unspecified)	-14
CCCCOc1ccc(C2C3CN(C(=O)OCC)CC=C3C(C#N)=C(N)C2(C#N)C#N)cc1OC (stereo unspecified)	-3
c1ccc(OCc2nc(-c3ccccc3)no2)cc1	-4
COc1ccc(OC)c(C(=O)CSc2nnc(-c3ccc(OC)c(OC)c3)o2)c1	11
c1ccc(CCc2nn3c(Cc4ccccc4)nnc3s2)cc1	-13
c1ccc2c(c1)sc1nnnn12	-1
COc1ccc(OCC(=O)Nc2ccc(S(=O)(=O)N3CCCCCC3)cc2)cc1	-23
Cn1c(SCc2nc3ccccc3s2)nnc1-c1ccc2c(c1)OCO2	-6
CSc1ccccc1NC(=O)c1ccco1	-18
COc1ccc(Cl)c(Cn2c(NCCCN(C)C)nc3c2c(=O)n(C)c(=O)n3C)c1	-20
S=c1[nH]ncn1-c1ccccn1	4
CCOC(=O)CSc1nc2cc(C(=O)NCc3ccco3)ccc2c(=O)n1C1CCCCC1	2

Arranged by length of the SMILES (falling): six of the compounds above
structure	Ecoli WT growth
COc1ccc(OC)c(C(=O)CSc2nnc(-c3ccc(OC)c(OC)c3)o2)c1	11
CCCC(=O)N=C1SC2CS(=O)(=O)CC2N1c1ccc(C(C)=O)cc1 (stereo unspecified)	-14
O=C1c2ccccc2C(=O)N1C/C=C/CN1C(=O)c2ccccc2C1=O	0
Cn1c(SCc2nc3ccccc3s2)nnc1-c1ccc2c(c1)OCO2	-6
Nc1nc(-c2ccccc2)cc(C(F)(F)F)n1	8
Clc1ccccc1OCCn1cnc2ccccc21	-10

Further entries follow.
structure	Ecoli WT growth
O=C(NCC(=O)N(c1cnc2ccccc2c1)C(C(=O)NC1CCCC1)c1ccncc1)c1ccco1 (stereo unspecified)	10
COc1ccc(C2C(C(=O)N3CCCC3)c3cc(OC)c(OC)cc3C(=O)N2C)cc1 (stereo unspecified)	-2
CC(=O)Nc1ccc(S(=O)(=O)NCCSc2ccccn2)cc1	-16
CCCCOc1ccccc1NC(=O)c1ccco1	9
O=C(c1cccnc1)N1CCN(C(=O)c2ccccc2F)CC1	9
COc1ccc(S(=O)(=O)N2CCCC(C(=O)Nc3cccc(C(C)=O)c3)C2)cc1 (stereo unspecified)	-19
CC(=O)c1c(O)cc(C)n(Nc2nc(C)cc(C)n2)c1=O	-2
CCOC(=O)c1[nH]c(C)c(C(=O)N2CCN(C(=O)c3ccco3)CC2)c1C	-1
N#C/C(=C/c1ccc(N2CCCCCC2)o1)c1ccc(F)cc1	-14
CN(C)/C=C(\C#N)c1nc2ccccc2[nH]1	-7
O=C(NCc1ccco1)c1csc(Nc2ccccc2Cl)n1	5
Cc1ccc(N)c(C(=O)CCCCC(=O)O)c1	2
Cc1nnc(SCC(=O)N2CCN(S(=O)(=O)c3ccccc3)CC2)[nH]c1=O	-4
CCn1c(CSc2nc3ccccc3[nH]2)n[nH]c1=S	-16
Cn1c(CSCc2ccc(Cl)c(Cl)c2)nnc1SCC(=O)Nc1nccs1	5
Cc1nc2ccccc2c2oc(C(=O)NCC3COc4ccccc4O3)cc12 (stereo unspecified)	2
COC(=O)C1CCN(C(=O)Cc2ccc(OC)c(OC)c2)CC1	1
C=CCOc1ccccc1/C=c1\sc2nc(=O)c(C)nn2c1=O	1
CCCCCc1nnc(NC(=O)CS(=O)(=O)Cc2ccccc2)s1	-21
COc1ccc(S(=O)(=O)N2CCCCC2)cc1Br	-26

Single values from the list.
In Ecoli WT growth, CCCCOc1ccccc1NC(=O)c1ccco1 shows 9
In Ecoli WT growth, CCCCCc1nnc(NC(=O)CS(=O)(=O)Cc2ccccc2)s1 shows -21
In Ecoli WT growth, CCOC(=O)c1[nH]c(C)c(C(=O)N2CCN(C(=O)c3ccco3)CC2)c1C shows -1
In Ecoli WT growth, CC(=O)c1c(O)cc(C)n(Nc2nc(C)cc(C)n2)c1=O shows -2
In Ecoli WT growth, COc1ccc(S(=O)(=O)N2CCCCC2)cc1Br shows -26
In Ecoli WT growth, COc1ccc(C2C(C(=O)N3CCCC3)c3cc(OC)c(OC)cc3C(=O)N2C)cc1 (stereo unspecified) shows -2
In Ecoli WT growth, N#C/C(=C/c1ccc(N2CCCCCC2)o1)c1ccc(F)cc1 shows -14

Following part
structure	Ecoli WT growth
COc1cccc(/C=N/n2c(C)nc3ccccc32)c1OC	7
CCSc1nnc(NC(=O)c2csc3c2CCCC3)s1	4
CC(=O)c1c(C)[nH]c(C(=O)Nc2ccc3c(c2)OCCO3)c1C	-2
COc1cccc2c(=O)cc(C)n(CC(=O)Nc3ccc(C)c(C)c3)c12	-4
CC(=O)Nc1ccc2c(c1)nc(CCNC(=O)c1ccccc1)n2C	6
COCCn1cnc2cc(C)c(C)cc21	-25
COc1cccc(N2CCN(Cc3nc4ccccc4c(=O)[nH]3)CC2)c1	0
COC(=O)c1ccccc1NC(=O)C1CCCN(S(=O)(=O)c2ccc(OC)cc2)C1 (stereo unspecified)	-18
O=C(O)c1cccc(CSc2nnc(COc3ccccc3)o2)c1	-20
COc1ccccc1NCN1C(=O)CCC1=O	3
COc1ccc(-c2noc(CN(C)S(=O)(=O)c3ccccc3)n2)cc1OC	-12
O=C(CC12CC3CC(CC(C3)C1)C2)NCCN1CCOCC1	-18
Cc1cc(C)n2nc(SCC(=O)c3ccccc3)nc2n1	-11
COC(=O)CCC(=O)CN	3
CCOC(=O)N1CCN(C(=O)CN(c2ccc(OCc3ccccc3)cc2)S(C)(=O)=O)CC1	1
Cc1ccc(-c2cn3cccnc3n2)cc1NC(=O)c1ccc(Br)o1	9
Cc1ccc(OCc2nnc(SCC(=O)Nc3ccc4c(c3)OCO4)n2C)cc1	3
O=S(=O)(NCC1CCCO1)c1ccc2c(c1)OCCO2 (stereo unspecified)	-6
O=C(Nc1ncnc2sc3c(c12)CCC3)c1ccco1	-3
Cc1cc(Br)c(S(=O)(=O)n2nnc3ccccc32)cc1C	9
COc1cc(C)c(Br)cc1S(=O)(=O)N1CCCC1	-16
